# HRas wt GTP bind – changes GTP binding to wildtype human HRas | actives 0.14% (n = 190,000) | GTP binding activity, % at 10 µM | P01112 | GST-Ras wt beads, Bodipy-FL-GTP binding, flow cytometry; actives lie on both sides;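 active = GTP binding activity at least 20% away from the 100% baseline, either lowered as inhibitor or raised as activator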;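 note: 0% = unlabeled GTP competition control and 100% = no-compound control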
# Mcl1 Bid PPI – disrupts binding of human Mcl-1 to Bid peptide | inhibition, % at 21.7 µM | AID 1021 | Q07820 | TR-FRET Mcl-1/Bid-Dy647 peptide binding, 1536-well | actives 0.97% (n = 220,000);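 active = compounds that cut the binding signal by more than half at the single screening dose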;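 note: His-tagged Mcl-1 with europium anti-His antibody binding Bid BH3 peptide; 0% = Mcl-1 plus peptide wells and 100% = peptide-only wells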
# Pf gamet viab – kills late stage P. falciparum gametocytes; P. falciparum stage V gametocytes, ATP luminescence, 24 h; inhibition, % at 10.9 µM; actives 0.065% (n = 150,000); AID 743093;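 active = inhibition above the mean plus 3 SD of compounds within the control limits, set per campaign, cut at about 38% in these data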;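 note: 0% = DMSO wells and 100% = medium only without gametocytes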
# Rab2A wt mod – changes GTP binding to wildtype dog Rab2A, up or down | P61105 | GTP binding activity, % at 10 µM | GST-Rab2 wt beads, Bodipy-GTP binding, flow cytometry | AID 760 | actives 0.19% (n = 190,000);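 active = GTP binding activity at least 20 points away from 100%, either lowered or raised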;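 note: 0% = beads with excess unlabeled GTP and 100% = no-compound control corrected for plate trend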
# Avidin fluor – avidin bead compound fluorescence profile; Avidin beads, compound fluorescence 488/530 nm, flow cytometry; stronger effect = higher value; fluorescence (KMESF) at 10 µM; actives 0.38% (n = 220,000); in the data active = fluorescence above about 47; note: inactives centre near 10
# Mcl1 Noxa PPI – disrupts binding of human Mcl-1 to Noxa peptide | inhibition, % at 21.7 µM | actives 1.5% (n = 220,000) | TR-FRET Mcl-1/Noxa peptide binding, 2 h | Q07820;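 active = compounds that cut the protein-peptide binding signal by more than 50% relative to plate controls in a single-dose test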;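 note: His-tagged Mcl-1 with rhodamine Noxa BH3 peptide and terbium anti-His antibody; 0% = Mcl-1 plus Noxa peptide wells and 100% = peptide-only wells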
# Rac1 wt GTP bind – alters GTP binding to wildtype human Rac1 | GST-Rac1 beads, fluorescent GTP binding, flow cytometry; actives lie on both sides; 0 = cold GTP competed, 100 = untreated | P63000 | AID 757 | GTP binding activity (% of control), % at 10 µM | actives 0.27% (n = 190,000);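 active = GTP binding activity at least 20 points away from the 100% control level, either lower or higher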
# Rac1 mut GTP – modulators of GTP binding to human Rac1 activated mutant; AID 764; percent activity (GTP binding), % at 10 µM; actives 0.11% (n = 190,000); GST-Rac1 activated beads, fluorescent GTP binding, flow cytometry; actives lie on both sides; 100% means binding = to untreated wells;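 active = GTP binding at least 20 percentage points away from the 100% baseline, in either direction, so actives lie on both sides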
# Cdc42 wt GTP – human Cdc42 wildtype GTP binding change, either direction; GST-Cdc42 beads, Bodipy-GTP binding, flow cytometry; actives lie on both sides; percent activity (GTP binding), % at 10 µM; actives 0.2% (n = 190,000);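 active = percent activity GTP binding at least 20 points away from the 100% baseline, either down as inhibitor or up as activator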;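 note: median bead fluorescence of bound Bodipy-FL-GTP at 100 nM; 0% = excess unlabeled GTP control and 100% = no compound control; below 100% means less GTP binding so inhibitor and above means activator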
# GSH fluor – compound fluoresces at 488/530 nm on GSH beads. GSH beads flow cytometry, compound fluorescence 488/530 nm; stronger effect = higher value. fluorescence (KMESF) at 10 µM. actives 0.25% (n = 190,000); in the data active = fluorescence above about 89;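 note: glutathione beads carrying GST-tagged Bcl family fusion proteins plus one bare bead set; values are compound well signal with DMSO vehicle wells as background; inactives centre near 16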
# Rab7 wt modul – dog Rab7 wildtype GTP binding, inhibitors and activators. GST-Rab7 beads, fluorescent GTP binding, flow cytometry; actives lie on both sides; untreated = 100%, excess cold GTP = 0%. AID 758. GTP binding activity (percent of control), % at 10 µM. actives 0.055% (n = 190,000);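 active = fluorescent GTP binding to Rab7 beads changed by at least 20 points from the 100% baseline, either direction, mostly lower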;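 note: median green fluorescence of bound Bodipy-FL-GTP per Rab7 bead population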
# The depositor's hits bear a star; . = no result given.
nr	Structure	HRas wt GTP bind	Mcl1 Bid PPI	Pf gamet viab	Rab2A wt mod	Avidin fluor	Mcl1 Noxa PPI	Rac1 wt GTP bind	Rac1 mut GTP	Cdc42 wt GTP	GSH fluor	Rab7 wt modul
1	CCSc1nc2ccccc2n1CCOc1ccccc1	102	7	8	100	21	-2	105	99	103	21	99
2	COc1ccc(OC)c(-c2cc(C3CCN(c4cc(Cl)nc(N)n4)CC3)[nH]n2)c1	98	19	1	100	9	5	93	94	98	9	100
3	COc1ccc(C(=O)Nc2ccc(S(=O)(=O)N3CCCC3)cc2)c(OC)c1	99	4	-24	100	4	11	103	100	101	48	97
4	CC1=NN2C(=N)/C(=C\c3ccc(SCc4ccccc4)o3)C(=O)N=C2S1	102	-35	-24	101	14	27	100	98	103	13	104
5	O=C1CC(N2CCC(O)(c3ccc(Cl)cc3)CC2)C(=O)N1 (stereo not given)	103	3	14	101	11	-8	100	98	102	15	103
6	CCOC(=O)c1cn(CC(=O)Nc2cccc(Cl)c2C)nn1	100	-9	.	102	35	-11	100	96	98	12	105
7	COC(=O)c1cccnc1-n1c(=O)c2cccnc2n(Cc2cccc(C(F)(F)F)c2)c1=O	94	-8	-12	100	9	-1	95	94	95	72	96
8	CCOc1ccccc1C1C2C(=O)N(c3ccccc3)C(=O)C2ON1c1ccccc1 (stereo not given)	99	-16	-19	96	20	-11	98	96	99	10	96
9	c1ccc(Cc2nnc3sc(-c4cccs4)nn23)cc1	103	-6	.	100	8	27	102	98	102	33	98
10	O=C(C1=C[C@@H](c2ccc(C(F)(F)F)cc2)C[C@@H](OCc2ccc(CO)cc2)O1)N1CCOCC1	94	-1	22	95	5	-5	94	94	93	21	95
11	Cc1csc(NC(=O)C2CCCC2)n1	99	6	.	97	8	18	99	97	99	12	97
12	CC12CCC(C(=O)Nc3cc(Cl)ccc3Cl)(C/C1=N\O)C2(C)C (stereo not given)	97	-4	-23	96	35	1	95	96	97	16	96
13	O=C(Cc1coc2ccc3ccccc3c12)NCc1cccs1	102	-11	.	101	7	10	103	100	102	17	102
14	O=C(O)/C=C/c1ccccc1Oc1ccc(Cl)cc1Cl	91	18	8	90	22	-10	93	92	94	12	90
15	CC(=O)c1ccc(NC(=O)C(C)OC(=O)c2ccc(NS(=O)(=O)c3ccc(F)c(F)c3)cc2)cc1 (stereo not given)	97	-14	.	94	5	27	94	94	93	8	98
16	N=c1n(CCO)c2ccccc2n1Cc1ccc(Cl)cc1	101	-9	11	99	36	-10	99	97	101	13	97
17	Nc1ccccc1Nc1cc(-c2ccccc2)[nH]n1	98	-72	-13	96	9	18	98	94	96	14	97
18	C=CCN(c1ccc(C(=O)Nc2cccc(C)c2)cc1)S(C)(=O)=O	99	-33	.	100	8	-6	103	95	98	12	107
19	CCCCNCc1cc(Br)c(OCC(=O)N2CCOCC2)c(OC)c1	98	-4	18	99	11	28	102	97	97	13	96
20	Cc1ccc2nc(Nc3nc(CSc4nc5ccccc5s4)cc(=O)[nH]3)nc(C)c2c1	97	20	3	99	9	21	102	96	100	11	98
21	Fc1ccc(/C=C2\CCCC3=C2NC(=S)NC3c2ccc(F)cc2)cc1 (stereo not given)	101	-88	.	100	9	-7	102	100	101	4	102
22	Cc1cc(Oc2nc3c(C)cccn3c(=O)c2/C=C(\C#N)S(=O)(=O)c2ccccc2)ccc1Cl	101	-2	.	98	10	9	102	98	102	10	99
23	Cc1c(-n2c(SCC(=O)N(C)C3CCS(=O)(=O)C3)nc3ccccc3c2=O)c(=O)n(-c2ccccc2)n1C (stereo not given)	103	-23	23	100	18	11	101	96	97	11	105
24	CN1CCN(C(c2ccccc2)c2nnnn2Cc2ccccc2)CC1 (stereo not given)	101	-15	11	100	7	-10	102	97	96	14	101
25	Cc1ccc(S(=O)(=O)NCC(=O)OC(C(=O)c2ccccc2)c2ccccc2)cc1 (stereo not given)	101	4	12	103	16	-6	94	96	102	23	100
26	COC(=O)c1ccc(NC(=S)NCCCn2ccnc2)cc1	96	-64	6	95	10	0	102	98	96	17	97
27	CC(=O)NCCC(=O)Nc1nc(C)c(Cc2ccc3c(c2)OCO3)s1	100	-33	10	101	14	-6	101	101	96	8	99
28	CCCCCCCC(=O)N/N=C/c1ccc([N+](=O)[O-])o1	101	3	.	100	14	17	102	99	101	20	99
29	CC(=O)c1ccc(OCC(O)CN2CC(C)OC(C)C2)cc1 (stereo not given)	98	9	8	100	13	-3	107	100	101	28	97
30	O=C(O)/C=C\C(=O)Nc1ccccc1C(=O)NCc1ccccc1	101	4	-1	96	21	20	104	99	103	16	95

# A different layout for some results above:
(8) CCOc1ccccc1C1C2C(=O)N(c3ccccc3)C(=O)C2ON1c1ccccc1 (stereo not given)
(5) O=C1CC(N2CCC(O)(c3ccc(Cl)cc3)CC2)C(=O)N1 (stereo not given)
(13) O=C(Cc1coc2ccc3ccccc3c12)NCc1cccs1
(9) c1ccc(Cc2nnc3sc(-c4cccs4)nn23)cc1
(24) CN1CCN(C(c2ccccc2)c2nnnn2Cc2ccccc2)CC1 (stereo not given)
(29) CC(=O)c1ccc(OCC(O)CN2CC(C)OC(C)C2)cc1 (stereo not given)
Screen / compound no.,8,5,13,9,24,29
HRas wt GTP bind,99,103,102,103,101,98
Mcl1 Bid PPI,-16,3,-11,-6,-15,9
Pf gamet viab,-19,14,.,.,11,8
Rab2A wt mod,96,101,101,100,100,100
Avidin fluor,20,11,7,8,7,13
Mcl1 Noxa PPI,-11,-8,10,27,-10,-3
Rac1 wt GTP bind,98,100,103,102,102,107
Rac1 mut GTP,96,98,100,98,97,100
Cdc42 wt GTP,99,102,102,102,96,101
GSH fluor,10,15,17,33,14,28
Rab7 wt modul,96,103,102,98,101,97

# A draw from above in order of molar mass, smallest number first.
nr	Structure	HRas wt GTP bind	Mcl1 Bid PPI	Pf gamet viab	Rab2A wt mod	Avidin fluor	Mcl1 Noxa PPI	Rac1 wt GTP bind	Rac1 mut GTP	Cdc42 wt GTP	GSH fluor	Rab7 wt modul
26	COC(=O)c1ccc(NC(=S)NCCCn2ccnc2)cc1	96	-64	6	95	10	0	102	98	96	17	97
27	CC(=O)NCCC(=O)Nc1nc(C)c(Cc2ccc3c(c2)OCO3)s1	100	-33	10	101	14	-6	101	101	96	8	99
19	CCCCNCc1cc(Br)c(OCC(=O)N2CCOCC2)c(OC)c1	98	-4	18	99	11	28	102	97	97	13	96
22	Cc1cc(Oc2nc3c(C)cccn3c(=O)c2/C=C(\C#N)S(=O)(=O)c2ccccc2)ccc1Cl	101	-2	.	98	10	9	102	98	102	10	99

# Further compounds
nr	Structure	HRas wt GTP bind	Mcl1 Bid PPI	Pf gamet viab	Rab2A wt mod	Avidin fluor	Mcl1 Noxa PPI	Rac1 wt GTP bind	Rac1 mut GTP	Cdc42 wt GTP	GSH fluor	Rab7 wt modul
31	Cc1ccnc(N(C(=O)c2cccs2)C(=O)c2cccs2)c1	102	-14	.	100	10	7	104	97	102	8	102
32	Fc1ccc(NC(=S)NN2CCOCC2)cc1Cl	98	-61	13	98	3	5	101	100	98	5	102
33	O=C(c1ccco1)N1CCN(CC2CC3C=CC2C3)CC1 (stereo not given)	101	4	5	101	8	4	104	101	102	21	101
34	O=C(O)CCSc1nnc(COc2ccc([N+](=O)[O-])cc2)n1-c1ccccc1	97	-3	-36	98	12	2	97	93	95	14	106
35	COc1ccccc1NC(=O)Cn1nc(-c2ccncc2)nc1SCC(=O)NC1CCCC1	102	-37	34	103	6	18	98	93	96	12	104
36	CCOC(=O)C1CCCN(c2c(NCc3ccco3)c(=O)c2=O)C1 (stereo not given)	102	-36	.	102	8	12	107	103	102	21	102
37	Cc1ccc(N=Cc2c(C)[nH]n(-c3nc4ccccc4[nH]3)c2=O)cc1	99	-26	22	98	27	-29	100	99	100	16	97
38	O=C(c1ccccc1)N1CCCCCC1	103	9	.	99	13	10	108	98	105	26	103
39	Cc1ccccc1-c1nc(CS(=O)(=O)CC(=O)N(C)C2CCCCC2)c(C)o1	100	-19	.	98	7	13	101	98	101	26	96
40	N#C/C(=C\c1cccc(Cl)c1)c1n[nH]c(Cn2cncn2)n1	99	-4	.	100	10	-4	100	97	101	12	103
41	COc1ccc(C2NC(=O)NC(C)=C2C(C)=O)cc1 (stereo not given)	103	-10	.	101	6	-7	105	98	104	16	101
42	CCC(=O)NCCc1nc2cc(NC(=O)c3ccc(OC)cc3)ccc2n1C	103	2	-1	103	9	1	109	100	102	10	103
43	CC(C)c1cc(C(=O)NCc2ccco2)no1	100	-7	.	98	23	23	106	98	103	13	98
44	CC(=O)c1ccc(N2CCN(S(=O)(=O)c3c(C)[nH]c(=O)[nH]c3=O)CC2)cc1	97	-21	-28	95	22	8	99	93	97	11	96
45	CCN1CCN(CC(O)COCc2cc(OC)c(OC)c(OC)c2)CC1 (stereo not given)	95	3	-10	98	9	29	96	94	94	14	102
46	O=C(Nc1cnc2ccccn2c1=O)c1ccc(F)cc1	100	11	.	101	6	2	100	99	102	15	102
47	COc1ccc(C(=O)CSc2nnc(CN3CCCCC3)n2-c2ccc(F)cc2)cc1	101	8	-3	99	2	-10	98	101	100	6	97
48	CNS(=O)(=O)c1cccc(C(=O)NCC2(N3CCOCC3)CCCCC2)c1	101	-8	-5	99	19	-7	99	97	99	13	104
49	COc1ccc(NC(=S)NCc2ccco2)cc1	101	-57	7	98	14	19	95	93	97	36	102
50	O=C1CCC/C(=N\NC(=O)c2ccc(COc3cccc4cccnc34)cc2)C1	100	-23	-1	99	8	25	104	99	103	10	99
51	CC(Sc1nncs1)C(=O)NCC(=O)Nc1ccc(F)c(F)c1F (stereo not given)	96	-25	-23	98	10	14	96	95	95	24	105
52	COc1c(Cl)cnn(-c2ccc(C)cc2)c1=O	100	-20	2	96	34	-5	98	93	97	13	95
53	Cc1ccc(S(=O)(=O)Cn2nnnc2C(c2ccccn2)N2CCN(c3ccccc3)CC2)cc1 (stereo not given)	104	-69	.	102	11	3	108	102	103	41	103
54	CCOC(=O)C(CC)Sc1ncnc2nc[nH]c12 (stereo not given)	102	-10	16	103	38	-14	108	101	107	20	97
55	Cc1cccc(OCC(=O)NC(Cc2ccccc2)C(=O)O)c1 (stereo not given)	102	-11	.	101	11	17	103	101	101	13	101
56	CC(=O)N1CCC(=O)N(C(C)C)c2ccccc21	101	-30	.	101	10	2	99	99	101	14	101
57	COc1ccc(N2CCN(C(=O)CCC(=O)c3cc(C)sc3C)CC2)cc1	97	-23	.	99	11	21	96	96	98	27	94
58	CCCOc1ccc(C(=O)N2CCN(c3ccc(NC(=O)CC)cc3Cl)CC2)cc1	101	-4	-29	102	14	5	98	98	97	23	104
59	O=C(O)CCSCc1ccccc1F	95	-4	16	95	2	36	94	95	93	10	93
